Screens: PubChem, several laboratories
GC-B act – GC-B (human) receptor activation. P20594. HEK293-GC-B cells, CNP EC30, cGMP TR-FRET; 0% at EC30 CNP, 100% saturating CNP. activation, % at 10 µM. hit rate 0.11% among 370,000. AID 1920062;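 active = activation at 10 µM reaching about 35% in either raw or pattern-adjusted values, limit read from the data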
Tn6 DDE FP – disrupts Tn6 cyclic peptide binding to fibrin D-Dimer-E complex | inhibition, % at 8.3 µM | hit rate 0.21% among 370,000 | P02675 | Fibrin DD(E) TRITC-Tn6 fluorescence polarization displacement;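 active = inhibition above a per-campaign cutoff: mean of compounds within control limits plus 3 SD, cut at about 15% in these data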;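 note: 0% = median of all compound wells on the plate and 100% = blocking peptide control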
NPR1 activator – GC-A (human) enzyme activation; AID 1671463; hit rate 0.14% among 370,000; HEK293 GC-A cells, cGMP TR-FRET, EC30 ANP; 0% at EC30 ANP, 100% saturating ANP; activation, % at 10 µM; in the data active = activation above about 40%
HGIII-sPLA2 inh – Blocks human group III sPLA2 activity; hit rate 0.56% among 370,000; Q9NZ20; inhibition, % at 12.2 µM; QFRET BODIPY PC-A2 liposome hydrolysis, fluorescence;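 active = inhibition above mean plus 3 SD of compounds lying within the high and low control bounds, cut at about 19% in these data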;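 note: 0% = median of test compound wells and 100% = no enzyme DMSO wells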
Target sequence (Q9NZ20 whole entry, looked up): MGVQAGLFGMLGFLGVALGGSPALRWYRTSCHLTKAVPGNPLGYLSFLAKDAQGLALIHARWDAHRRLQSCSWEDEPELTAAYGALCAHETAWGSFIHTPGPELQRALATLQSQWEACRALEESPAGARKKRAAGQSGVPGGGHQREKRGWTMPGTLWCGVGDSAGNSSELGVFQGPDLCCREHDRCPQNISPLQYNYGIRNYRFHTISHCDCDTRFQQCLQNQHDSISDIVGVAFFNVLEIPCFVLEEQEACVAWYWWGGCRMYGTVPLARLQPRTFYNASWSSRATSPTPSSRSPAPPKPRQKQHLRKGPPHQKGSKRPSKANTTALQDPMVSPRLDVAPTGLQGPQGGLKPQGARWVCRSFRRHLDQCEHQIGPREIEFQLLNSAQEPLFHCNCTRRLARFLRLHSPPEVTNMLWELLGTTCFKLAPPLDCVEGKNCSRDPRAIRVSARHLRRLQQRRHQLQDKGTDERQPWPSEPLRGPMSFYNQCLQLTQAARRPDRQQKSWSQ
ASAP1 GAP inh – blocks human ASAP1-stimulated Arf1 GTP hydrolysis; Q9ULH1; GDP FP detection; inhibition, % at 16.5 µM; hit rate 0.19% among 360,000; in the data active = inhibition above about 25%;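 note: 0% = vehicle with enzyme and substrate and 100% = no enzyme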
ADAM10 inh – inhibits human ADAM10; recombinant ADAM10, EDANS/DABCYL FRET peptide cleavage, 3 h; hit rate 0.62% among 370,000; O14672; AID 720582; inhibition, % at 7 µM;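 active = inhibition above a per-campaign cutoff equal to the mean of compounds falling between control-based bounds plus 3 SD, cut at about 20% in these data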;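 note: 0% = DMSO wells while the 100% control is not disclosed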
rCAG RNA binder – r(CAG) repeat RNA binding. TO-PRO-1 dye displacement fluorescence. AID 651821. inhibition, % at 3 µM. hit rate 1.3% among 370,000;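 active = inhibition above the plate cutoff, the mean of all test compounds on that plate plus 3 SD, cut at about 35% in these data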;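 note: 0% = DMSO alone and 100% = 100 µM mitoxantrone as full dye displacement; higher means more dye released from RNA so lower well fluorescence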
ARFGAP1 inh – inhibitors of rat ARFGAP1; AID 651572; Arfgap1-stimulated ARF1 GTP hydrolysis, GDP FP detection; Q62848; hit rate 0.26% among 360,000; inhibition, % at 16.5 µM;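 active = inhibition above a per-plate limit, mean inhibition of low control wells plus 3 SD, cut at about 25% in these data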;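 note: 0% = DMSO wells with enzyme and 100% = wells lacking Arfgap1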
Target sequence (Q62848 1-136 limits assumed): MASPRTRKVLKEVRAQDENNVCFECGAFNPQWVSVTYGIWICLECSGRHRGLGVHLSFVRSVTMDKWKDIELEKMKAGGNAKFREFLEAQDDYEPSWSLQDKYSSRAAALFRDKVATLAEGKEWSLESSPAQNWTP
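Repeats: one replicate per compound; assay system: rat Arfgap1 catalytic domain, aa 1-136; times: enzyme reaction 120 min at 25 °C after 20 min preincubation; detection: FP of antibody-bound GDP Alexa 633 tracer, ex 620/em 688 nm; benchmarks: high control wells lacking Arfgap1, low control full reaction with DMSO; reagent: human ARF1(Δ1-17)-GTP substrate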
KLK7 zymogen act – activators of human kallikrein-7 zymogen; hit rate 0.9% among 370,000; activation, % at 7 µM; P49862; purified proKLK7, EDANS-DABCYL substrate fluorescence; 100% is mature enzyme control, 0% vehicle;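 active = activation above the mean of all tested compounds plus 3 SD, computed per campaign excluding outliers beyond control limits, cut at about 13% in these data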
Target sequence (P49862 whole entry, looked up): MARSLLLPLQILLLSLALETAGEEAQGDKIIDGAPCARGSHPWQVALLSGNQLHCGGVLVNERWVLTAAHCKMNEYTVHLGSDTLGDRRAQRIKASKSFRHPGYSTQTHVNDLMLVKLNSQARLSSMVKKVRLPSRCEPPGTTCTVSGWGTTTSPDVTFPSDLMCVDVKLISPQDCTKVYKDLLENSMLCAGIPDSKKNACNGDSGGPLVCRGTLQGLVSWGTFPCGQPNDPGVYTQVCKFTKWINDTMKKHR
FXN GAA850 act – increases GAA850 frataxin promoter reporter activity; HEK293 lucGAA850 FXN promoter luciferase reporter, 24 h; percent of 10 µM SAHA response; activation, % at 6 µM; hit rate 0.56% among 360,000; AID 540364;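 active = activation above the average of all compounds screened plus 3 SD, cutoff fixed separately per campaign, cut at about 7.5% in these data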;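 note: 0% = DMSO wells and 100% = 10 µM SAHA wells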
* marks the source's active call; other numbers are inactive results; x = no result given; & = joins results of further samples.

SMILES | GC-B act | Tn6 DDE FP | NPR1 activator | HGIII-sPLA2 inh | ASAP1 GAP inh | ADAM10 inh | rCAG RNA binder | ARFGAP1 inh | KLK7 zymogen act | FXN GAA850 act
CCOC(=O)C1CCN(C(=O)COC(=O)CN(C)S(=O)(=O)c2ccc(NC(C)=O)cc2)CC1 | 0 | 6 | 3 | 1 | 6 | 5 | -3 | 9 | -0.3 | 1.7
O=C(Nc1ccccc1C(F)(F)F)NC1(C(=O)N2CCOCC2)CCCCC1 | -7 | -6 | -10 | -1 | -2 | -7 | 72* | -22 | 0.2 | 1.1
O=C(Oc1cccc2ccccc12)c1cc(Cl)nc2ccccc12 | 0 | -5 | 1 | 10 | 2 | -4 | 5 | 13 | -1.7 | 0.7
Brc1cccc(-c2nnc(-c3ccccc3)o2)c1 | -6 | -4 | -5 | 3 | 14 | 0 | -2 | -4 | 0.2 | 2.2
Cc1ccccc1CN(C)c1ccc(S(=O)(=O)N2CCN(C)CC2)cn1 | 3 | -3 | -1 | -5 | -12 | -7 | 1 | -8 | -0.1 | 1.8
CCCc1cc(=O)n2[nH]c(C)c(-c3ccc(Cl)cc3)c2n1 | 11 | -6 | 10 | 0 | 5 | -19 | -2 | 0 | -2.6 | -0.7
COc1ccccc1Nc1nc(C)cs1 | 3 | 7&0 | 3 | -4&-5 | -1&6 | -1&7 | 2&1 | 3&1 | -0.4&-0.4 | 1.2&1.4
CC(CCc1ccco1)NC(=O)Cn1ncc2c1-c1ccccc1OC2 (stereo not drawn) | 1 | 6 | -1 | -11 | 3 | -11 | 9 | -4 | 0.1 | 2.1
COC(=O)CSc1nc(N)nc(C)c1Br | 6 | 5 | -4 | 6 | -4 | 4 | 0 | -1 | 0.0 | 0.2
CC(C)(C)c1ccc(S(=O)(=O)N2CCCC(C(=O)NCCN3CCC(Cc4ccccc4)CC3)C2)cc1 (stereo not drawn) | -9 | -1 | -11 | 0 | x | 1 | 3 | x | 0.5 | x
CC(C)OC(=O)c1cc(C(=O)c2cc(Br)ccc2O)coc1=N | 1 | 4 | -2 | -18 | 2 | -79 | 9 | -4 | -1.5 | -0.3
COc1ccc(C(C)=O)cc1COC(=O)CNC(=O)c1cc(C)cc(C)c1 | -3 | -4 | -3 | -6 | 22 | 4 | 1 | 7 | -0.3 | -0.6
COc1ccccc1OCC(=O)Nc1nnc(C2CCCC2)s1 | 1 | -9 | -3 | 1 | 24 | -4 | -1 | 0 | 0.6 | 0.1
CCn1c(SCC(=O)Nc2cc3oc4ccccc4c3cc2OC)nnc1-c1cccs1 | 3 | 1 | -8 | 1 | 21 | 2 | 4 | 9 | -0.4 | 0.6
Cc1ccnc(Nc2nc(-c3sc(C)nc3C)cs2)c1 | 12 | -10 | 15 | 3 | -3 | 5 | 6 | 3 | 0.3 | 3.6
O=C(Nc1cccnc1)C1(c2ccccc2)CCCC1 | 2 | 3 | -3 | 7 | -3 | -4 | -2 | 0 | -0.5 | 0.4
COc1ccc(OCCCC(=O)Nc2cc([N+](=O)[O-])ccc2C)cc1 | -2 | 1 | 0 | -1 | 1 | 1 | 2 | 12 | 0.1 | 0.2
COc1ccc(C(=O)NCCN2CCOCC2)cc1OC | -2 | -3 | 0 | 2 | 2 | 1 | 2 | -22 | 0.1 | -0.9
CC(=O)NCC(=O)NC1CC(C)(C)Cc2c1cnn2-c1ccccc1 (stereo not drawn) | 1 | -2 | -5 | 3 | -7 | -3 | -2 | 13 | -0.1 | 0.3
CSCSC1=C(C#N)C(c2ccccc2Cl)C(C(C)=O)=C(C)N1 (stereo not drawn) | 0 | 1 | 3 | 7 | -6 | 4 | 4 | -12 | -0.3 | 1.2
CCN(c1ccccc1)S(=O)(=O)c1cc(OC)ccc1OC | -5 | 3 | -4 | -6 | -2 | 1 | 0 | 8 | 0.0 | -2.2
COc1ccc(C(C#N)N2N=C(C)CC2c2ccccc2)cc1 (stereo not drawn) | -1 | 6 | 2 | 2 | 2 | -6 | -3 | -6 | 0.1 | 3.2
CCCCc1nc2ccccc2c(NC(=O)CNC(C)(C)C)c1CCC | -2 | -3 | -4 | -7 | 6 | 0 | -11 | -3 | 0.1 | -3.0
O=C(NC1CCCCCC1)C1CCCN(S(=O)(=O)c2cccs2)C1 (stereo not drawn) | 6 | 7 | 0 | 4 | 6 | -4 | -2 | 5 | -0.1 | 0.1
COc1ccc(CC(=O)Nc2c3c(nn2C(C)(C)C)CS(=O)C3)cc1 (stereo not drawn) | -2 | -3 | 4 | 6 | -9 | -12 | 3 | 8 | 0.4 | 0.7

Laid out differently: results already given
Fields: GC-B act, Tn6 DDE FP, NPR1 activator, HGIII-sPLA2 inh, ASAP1 GAP inh, ADAM10 inh, rCAG RNA binder, ARFGAP1 inh, KLK7 zymogen act, FXN GAA850 act
- CC(CCc1ccco1)NC(=O)Cn1ncc2c1-c1ccccc1OC2 (stereo not drawn)
    1, 6, -1, -11, 3, -11, 9, -4, 0.1, 2.1
- COC(=O)CSc1nc(N)nc(C)c1Br
    6, 5, -4, 6, -4, 4, 0, -1, 0.0, 0.2

More records.
SMILES | GC-B act | Tn6 DDE FP | NPR1 activator | HGIII-sPLA2 inh | ASAP1 GAP inh | ADAM10 inh | rCAG RNA binder | ARFGAP1 inh | KLK7 zymogen act | FXN GAA850 act
O=C(Nc1cccc(S(=O)(=O)NCc2ccco2)c1)c1cc(-c2ccccc2)nc2ccccc12 | -5 | -4 | -14 | -20 | 12 | 16 | 16 | 6 | -3.5 | -2.8
Cc1ccccc1N1CCN(C(=O)C2CCC(=O)N(C3CCCC3)C2)CC1 (stereo not drawn) | 6 | -6 | 1 | 5 | -2 | -9 | -3 | 10 | -0.1 | 0.7
FC(F)(F)c1cccc(CN2CCC(c3cc(-c4cccs4)n[nH]3)CC2)c1 | -11 | -3 | -3 | -23 | 5 | 12 | -2 | -21 | 0.6 | -2.4
Cc1cc(/C=N/NC(=O)c2ccc(O)cc2)c(C)n1CC(C)C | -1 | 0 | 3 | -13 | -5 | -6 | 3 | 0 | -0.2 | 1.9
COCCCNC(=O)c1ccc(Cn2c(=O)c3ccccc3n(Cc3cc(C)ccc3C)c2=O)cc1 | -1 | 10 | 5 | -2 | -3 | -5 | 0 | -3 | 0.1 | -0.5
CCOC(=O)c1cnc2ccc(OCC)cc2c1N(C)Cc1ccccc1 | -6 | -4 | -12 | -6 | -7 | 7 | -2 | -8 | -1.2 | -1.9
CC(=O)n1c2c(c3ccccc31)OC(N)=C(C#N)C2c1cccc(Cl)c1Cl (stereo not drawn) | 13 | -1 | -2 | 5 | 11 | -6 | 5 | 2 | -0.3 | -5.6
O=C(Nc1ccc(N2CCOCC2)c(Cl)c1)c1ncn[nH]1 | 12 | -3 | 1 | -5 | -10 | -1 | 4 | 2 | -0.1 | 2.2
CCc1cc(=O)oc2cc(C)cc(OC(C)C(=O)NC(Cc3c[nH]c4ccc(O)cc34)C(=O)O)c12 (stereo not drawn) | -3 | -2 | 2 | -9 | 4 | -81 | 10 | 22 | 2.6 | -2.5
CCOC(=O)C1CCC(CNCc2ccc(Cl)cc2)CC1 (stereo not drawn) | -2 | -4 | 0 | -7 | 6 | -1 | -7 | 0 | -0.5 | 1.4
COc1ccc(CCNC(=O)COc2ccc(N(C)S(=O)(=O)c3ccc(C)cc3)cc2)cc1OC | -3 | 2 | -3 | -18 | 0 | 6 | 1 | 6 | 0.6 | 0.8
CCc1ccc2c(c1)c(N=NC1=NC(=O)CS1)c(O)n2CC | 13 | 7 | 10 | -7 | 7 | 12 | 21 | -1 | 0.8 | -1.4
COC(=O)c1cccc(NC(=O)/C(=C\c2ccccc2)NC(=O)c2ccccc2Cl)c1 | 1 | -10 | 0 | 1 | -1 | 12 | 3 | 11 | -0.3 | -4.3
O=C(NC1CCCC1)C(c1ccsc1)N(Cc1ccco1)C(=O)Cc1cccs1 (stereo not drawn) | -13 | 2 | -14 | 2 | 12 | -5 | -4 | 5 | 0.5 | 5.2
O=C(COC(=O)c1ccc(Cl)nc1)NC1CCCc2ccccc21 (stereo not drawn) | -1 | 3 | 1 | -3 | -2 | -9 | 0 | -6 | -0.1 | -0.6
CCN(CC)c1ccc(NC(=O)Nc2cccc(C(C)=O)c2)cc1 | -6 | 3 | -4 | -6 | -4 | 5 | 0 | 3 | 0.3 | 0.6
CC(C(=O)NC(C)(C)C)N(Cc1cccs1)C(=O)CCN1CCc2ccccc21 (stereo not drawn) | -14 | 2 | -36 | 2 | -1 | -9 | -9 | 6 | 0.2 | -2.2
COc1cc2c(C)nc3onc(-c4ccccc4)c3c2cc1OC | -14 | -7 | -5 | 2 | -4 | -78 | 7 | 5 | -0.2 | 2.2
CC1CCCCN1S(=O)(=O)c1ccc(S(=O)(=O)N2CCN(C)CC2)cc1 (stereo not drawn) | 9 | -1 | 0 | 2 | 9 | -2 | -1 | -8 | -1.0 | -0.5
NNC(=O)CCn1c2ccccc2c2ccccc21 | 6 | -2 | 5 | -5 | -4 | -3 | 4 | 19 | -0.4 | 0.1
O=C(C[n+]1ccccc1)N/N=C/c1c(F)cccc1Cl | 1 | 1 | 4 | -1 | 6 | 1 | -1 | 1 | 0.1 | 1.6
CCOc1ccc(N(CC(=O)NC2CCCCC2)S(=O)(=O)c2c(C)noc2C)cc1 | -11 | -2 | 0 | -4 | -6 | 4 | 1 | -6 | 0.0 | -0.4
CCC(SC1=N/C(=C/c2ccccc2)C(=O)N1c1ccccc1)C(=O)Nc1cc(C)on1 (stereo not drawn) | -11 | -9 | 0 | 16 | 17 | 0 | 6 | 10 | -0.3 | -3.6
Cc1nccn1CCCNC(=O)C1CCC(=O)N(Cc2ccccc2F)C1 (stereo not drawn) | 0 | -1 | 5 | 8 | -11 | -8 | -1 | -1 | -0.5 | 0.7
Cc1nn(C)c(NC(=O)c2ccccc2Cl)c1Cl | 5 | -1 | 4 | 15 | -6 | 5 | -1 | 4 | 0.1 | -0.9

(cont.)
SMILES | GC-B act | Tn6 DDE FP | NPR1 activator | HGIII-sPLA2 inh | ASAP1 GAP inh | ADAM10 inh | rCAG RNA binder | ARFGAP1 inh | KLK7 zymogen act | FXN GAA850 act
CC1(c2ccc(Cl)cc2)NC(=O)N(CN2CCOCC2)C1=O (stereo not drawn) | 0 | -6 | 3 | 4 | -3 | 1 | 3 | -4 | -0.1 | 0.5
O=c1cc(-c2ccccc2)c2ccccc2[nH]1 | 1 | 3 | 1 | 3 | -10 | -18 | 3 | 5 | 0.5 | 1.5
COc1ccc(Cl)cc1NC(=O)COC(C)=O | 4 | 4 | 2 | 2 | -7 | -2 | 0 | 6 | 0.2 | -3.3
Cn1c(=O)n(CCc2ccccc2)c(=O)c2c1ncn2Cc1ccccc1 | -1 | 6 | -3 | -2 | 3 | -11 | -4 | -13 | 0.3 | -2.3
Cc1ccccc1C(OCCN(C(C)C)C(C)C)c1ccccc1 (stereo not drawn) | -17 | -5 | -20 | 6 | 6 | -9 | -2 | -1 | 0.6 | 1.6
COc1cccc(CC2(CO)CCCN(Cc3ccc(CO)o3)C2)c1 (stereo not drawn) | 3 | 4 | 1 | 2 | 16 | 1 | 2 | -6 | 0.9 | -0.2

Part of the list above, limited to HGIII-sPLA2 inh.
smiles	HGIII-sPLA2 inh
CC1(c2ccc(Cl)cc2)NC(=O)N(CN2CCOCC2)C1=O (stereo not drawn)	4
COc1cccc(CC2(CO)CCCN(Cc3ccc(CO)o3)C2)c1 (stereo not drawn)	2
Cc1ccccc1C(OCCN(C(C)C)C(C)C)c1ccccc1 (stereo not drawn)	6
